Screening results from PubChem.
LYPLA1 inh: blocks human lysophospholipase 1, a PME1 counter-screen. AID 2174. O75608. inhibition, % at 5.9 µM. 320,000 tested, 0.16% active. recombinant LYPLA1, FP-Rh probe fluorescence polarization;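 active = inhibition above the mean of all tested compounds plus 3 SD, set per campaign, cut at about 14% in these data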;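 also: inhibitors block serine hydrolase probe labeling of LYPLA1 so polarization falls; 0% = enzyme with DMSO and 100% = wells lacking LYPLA1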
Target sequence (O75608 whole entry, looked up): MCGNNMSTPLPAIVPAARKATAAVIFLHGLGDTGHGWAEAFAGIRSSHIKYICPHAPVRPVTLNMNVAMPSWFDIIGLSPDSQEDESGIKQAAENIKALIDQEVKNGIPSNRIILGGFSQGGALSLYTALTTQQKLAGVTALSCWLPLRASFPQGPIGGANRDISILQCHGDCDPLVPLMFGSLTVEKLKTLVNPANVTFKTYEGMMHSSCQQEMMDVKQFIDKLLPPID
PREPL inh: inhibitors of human prolyl oligopeptidase-like enzyme PREPL; 320,000 tested, 0.68% active; recombinant PREPL, fluorescence polarization activity-based probe; inhibition, % at 5.96 µM; in the data active = inhibition above about 43%;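 also: 0% = enzyme with DMSO and 100% = wells lacking enzyme; many of its hits are not listed in these tables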
Target sequence (Q4J6C6 whole entry, looked up): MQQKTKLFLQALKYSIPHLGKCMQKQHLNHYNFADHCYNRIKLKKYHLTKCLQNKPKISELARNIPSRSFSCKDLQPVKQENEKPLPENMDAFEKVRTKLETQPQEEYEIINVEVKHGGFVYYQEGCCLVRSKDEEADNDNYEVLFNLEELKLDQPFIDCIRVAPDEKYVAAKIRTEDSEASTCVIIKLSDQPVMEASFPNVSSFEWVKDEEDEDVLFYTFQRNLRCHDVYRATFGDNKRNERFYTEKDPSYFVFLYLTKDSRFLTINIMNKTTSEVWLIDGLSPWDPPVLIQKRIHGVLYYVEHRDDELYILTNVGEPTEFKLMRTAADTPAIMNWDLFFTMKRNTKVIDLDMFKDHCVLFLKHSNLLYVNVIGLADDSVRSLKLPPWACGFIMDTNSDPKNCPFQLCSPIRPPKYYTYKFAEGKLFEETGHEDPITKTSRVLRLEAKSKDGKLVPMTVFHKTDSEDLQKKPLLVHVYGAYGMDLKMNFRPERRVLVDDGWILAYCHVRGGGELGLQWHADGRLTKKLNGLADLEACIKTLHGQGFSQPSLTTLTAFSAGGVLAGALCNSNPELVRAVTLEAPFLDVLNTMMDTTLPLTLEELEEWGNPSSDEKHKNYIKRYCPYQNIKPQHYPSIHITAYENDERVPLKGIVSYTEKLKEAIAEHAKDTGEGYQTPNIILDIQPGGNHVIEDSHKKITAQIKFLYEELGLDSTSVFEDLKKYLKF
LYPLA2 inh: counter-screen for PME1 inhibitors: inhibitors of human LYPLA2 | O95372 | recombinant LYPLA2, FP-Rh probe fluorescence polarization | inhibition, % at 5.9 µM | 320,000 tested, 0.38% active | AID 2177;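 active = inhibition above the screen-wide mean plus 3 SD, limit set per campaign, cut at about 26% in these data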;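 also: 0% = LYPLA2 with DMSO and 100% = wells lacking LYPLA2 enzyme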
GSTO1 inh: GSTO1 inhibition, counter-screen for RBBP9 inhibitors. P78417. recombinant GSTO1, activity-based probe fluorescence polarization. inhibition, % at 5.96 µM. 300,000 tested, 1.1% active. AID 1974;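 active = inhibition above the campaign mean inhibition plus 3 SD, cut at about 35% in these data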;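 also: 0% = GSTO1-1 with DMSO and 100% = wells lacking GSTO1-1 enzyme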
pPAFAH FP inh: inhibitors of human plasma PAF acetylhydrolase (pPAFAH) | inhibition, % at 3.39 µM | recombinant pPAFAH, FP-rhodamine probe fluorescence polarization | Q13093 | AID 463082 | 330,000 tested, 1.5% active;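 active = inhibition above the mean inhibition across the screen plus 3 SD, cut at about 25% in these data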;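 also: inhibitors block binding of the rhodamine activity-based probe so polarization drops; 0% = enzyme with DMSO and 100% = wells lacking pPAFAH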
PAFAH1B3 FP inh: inhibitors of human PAFAH1B3 | Q15102 | recombinant PAFAH1B3, FP-rhodamine probe, fluorescence polarization | inhibition, % at 3.39 µM | 340,000 tested, 0.28% active | AID 492972;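 active = inhibition above the screen-wide average of all tested compounds plus 3 SD, cut at about 25% in these data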;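 also: 0% = enzyme with DMSO only and 100% = wells lacking PAFAH1B3 protein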
PAD4 inh: PAD4 (human) enzyme inhibition; Q9UM07; recombinant PAD4, RCA probe fluorescence polarization; inhibition, % at 6.36 µM; 330,000 tested, 0.41% active;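 active = percent inhibition above a cutoff equal to the mean of all tested compounds plus 3 SD, cut at about 15% in these data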;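 also: 0% = PAD4 with RCA probe and DMSO and 100% = probe without PAD4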
PAFAH2 FP inh: PAFAH2 (human) inhibition. recombinant PAFAH2, FP-rhodamine activity probe, fluorescence polarization. inhibition, % at 3.39 µM. Q99487. 340,000 tested, 0.99% active;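 active = inhibition above the mean over all tested compounds plus 3 SD, cut at about 30% in these data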;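 also: inhibitors block probe labeling of enzyme so polarization drops; 0% = enzyme with DMSO and 100% = wells lacking PAFAH2 protein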
PAFAH1B2 FP inh: blocks human PAF acetylhydrolase 1b catalytic subunit 2 | P68402 | 340,000 tested, 1.2% active | recombinant PAFAH1B2, FP-rhodamine activity probe, fluorescence polarization | inhibition, % at 3.39 µM | AID 492953;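 active = inhibition above the mean of all tested compounds plus 3 SD, cut at about 24% in these data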;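 also: 0% = enzyme with DMSO and 100% = wells lacking PAFAH1B2; many of its hits are not listed in these tables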
The depositor's hits bear a star; . = no result given. Some of the compounds tested (hit frequency here may not be typical).

SMILES | LYPLA1 inh | PREPL inh | LYPLA2 inh | GSTO1 inh | pPAFAH FP inh | PAFAH1B3 FP inh | PAD4 inh | PAFAH2 FP inh | PAFAH1B2 FP inh
CC(C)c1c(Cl)c(O)c(-c2ccccc2)c(=O)n1-c1ccc(F)cc1 | -2 | 3 | 2 | 6 | 2 | 5 | 1 | 1 | 19
O=C(N[C@@H]1C/C=C\C[C@@H](CC(=O)N(CCO)Cc2ccccc2)C(=O)NC[C@H](c2ccccc2)OC1=O)OCC1c2ccccc2-c2ccccc21 | . | 17 | . | . | 6 | -10 | -6 | -8 | 1
CC(C)COCc1ccc(O)c2ncccc12 | 0 | 4 | 0 | 13 | 7 | 4 | 1 | 4 | 1
O=C(O)c1c2c(nc3ccc(F)cc13)CCC2 | 2 | 4 | 1 | 4 | 6 | 4 | 5 | -4 | 0
CCC(=O)NS(=O)(=O)c1cccnc1Nc1ccccc1Cl | 0 | -4 | -9 | 1 | 3 | -7 | 3 | -4 | 1
Cc1cccn2c(CNC3CCCc4ccccc43)c(C(=O)N3CCCCC3)nc12 (centres undefined) | 2 | -1 | 0 | 8 | 0 | 1 | -3 | 0 | -2
CC1CCc2nn(CC(=O)NCc3ccc4c(c3)OCO4)cc2C1 (centres undefined) | 3 | -3 | -2 | 12 | 6 | 1 | -1 | 4 | 2
Cn1c(=O)c2c(nc(NCc3cccnc3)n2Cc2ccccc2Cl)n(C)c1=O | 0 | -3 | 1 | 2 | 4 | -1 | -5 | 0 | 1
Cc1ccc(C)c(OCCC(=O)Nc2ccc3c(c2)OCO3)c1 | -1 | 5 | 5 | . | 3 | 3 | 2 | -3 | 3
O=C(Nc1ccnc(-c2cccnc2)n1)c1ccc(Cl)c(Cl)c1 | 0 | 4 | 7 | 6 | -3 | 7 | -3 | -1 | 0
C=CCN(c1ccccc1)S(=O)(=O)c1cccc(C(=O)OCC(=O)NCCOC)c1 | 3 | 11 | 7 | -2 | -4 | -1 | 2 | 1 | 12
O=C(O)c1cccc(COCC(F)(F)C(F)F)c1 | 0 | 3 | -1 | -4 | 3 | 1 | 6 | 7 | 4
Cc1ccc(NS(=O)(=O)c2ccc3[nH]c(=O)sc3c2)cc1 | -4 | -4 | -4 | 10 | 29* | -4 | 0 | -1 | 22
COc1ccc(N/N=C(\C=N\O)C(=O)c2ccc(OC)cc2)cc1 | 5 | 5 | 16 | -5 | 12 | 19 | 1 | 20 | 8
COc1cccc(CNS(=O)(=O)c2ccc(N3CCCC3=O)cc2)c1 | 0 | 5 | -6 | -5 | -4 | 14 | -7 | -4 | -2
C[C@]12C(=O)N(c3cccc(Cl)c3)C(=O)N1[C@H]1c3ccccc3OC[C@@H]1[C@H]2c1ccccc1 | -2 | -5 | -6 | 3 | 0 | -6 | -3 | -2 | -5
Cc1nn(CC(=O)NC(=O)c2ccccc2)c(C)c1[N+](=O)[O-] | -2 | 16 | -3 | . | -2 | 2 | -1 | 5 | 2
CCN(CC)c1ccc(C=Nc2ccc(C)cc2C)c(O)c1 | 1 | -6 | -2 | 6 | 3 | 4 | -1 | 2 | 0
O=C(NC1CCCCC1)[C@H](O)[C@@H](O)C(=O)NC1CCCCC1 | 3 | 26 | -1 | -2 | 0 | -2 | -2 | -1 | 3
Cc1ccc(-c2csc(NC(=O)CN3CCC(C(N)=O)CC3)n2)cc1 | 1 | -22 | 6 | -3 | 0 | 5 | -4 | -4 | 1
CN(C(=O)CSc1nnc(CNC(=O)c2ccccc2)o1)c1ccccc1 | 1 | 1 | 5 | 10 | 3 | 11 | 0 | 1 | 6
CC(C)c1ccc(C2CC(c3ccc(Br)cc3)=NN2C(N)=S)cc1 (centres undefined) | 1 | 0 | -6 | 1 | -4 | 0 | 2 | -11 | -1
COCCn1c(SCC(=O)c2c[nH]c3ccccc23)nnc1-c1ccncc1 | -1 | 17 | 4 | 3 | 5 | 16 | 2 | 1 | 4
CN(C)CCCCCCCCCCC(=O)/C=N/O | 1 | 8 | 4 | 3 | 6 | 27* | 2 | 8 | 12
CC(Sc1ccc(Br)cc1)C(N)=O (centres undefined) | -4 | 16 | 1 | 1 | 5 | 4 | 4 | 6 | 37*

The closing two records of the section before come first, to join the parts:
SMILES | LYPLA1 inh | PREPL inh | LYPLA2 inh | GSTO1 inh | pPAFAH FP inh | PAFAH1B3 FP inh | PAD4 inh | PAFAH2 FP inh | PAFAH1B2 FP inh
CN(C)CCCCCCCCCCC(=O)/C=N/O | 1 | 8 | 4 | 3 | 6 | 27* | 2 | 8 | 12
CC(Sc1ccc(Br)cc1)C(N)=O (centres undefined) | -4 | 16 | 1 | 1 | 5 | 4 | 4 | 6 | 37*
O=C(N/N=C/c1ccco1)Nc1ccccc1 | 0 | 5 | 2 | 7 | 4 | 5 | 0 | -3 | -4
CCCCCCCCOC(=O)/C=C/c1c(C)[nH]c(=O)[nH]c1=O | 1 | 5 | 12 | -2 | 8 | 2 | 1 | -2 | 7
CCSc1nc(=O)n(-c2ccccc2)c(C)c1C(C)=O | -3 | 16 | 2 | 13 | -1 | 9 | -2 | -3 | -3
Fc1ccc(/C=N/Nc2ccccn2)cc1 | 2 | 8 | 3 | -5 | 9 | 1 | -3 | -7 | -3
O=C(/C=C(\c1ccc(Cl)cc1)n1cncn1)c1ccc(Cl)cc1 | -2 | -25 | 4 | 3 | -1 | -1 | -4 | 1 | 4
CN(C)c1ccc(/C=C(/NC(=O)c2ccccc2)C(=O)NCCN2CCOCC2)cc1 | -6 | -11 | -12 | 0 | -14 | 3 | -11 | 0 | 5
C=CCC1(CC=C)CCCN1C(=O)CC1C(=O)NCCN1Cc1ccccc1OC (centres undefined) | 3 | 10 | -1 | 8 | -5 | 4 | -8 | -5 | 0
Clc1ccc(N2CCN(c3cnc4ccccc4n3)CC2)cc1 | -1 | 37 | -1 | 7 | 4 | -2 | 3 | -3 | 21
CCN(C(=O)COC(=O)CC(C)c1ccccc1)c1c(N)n(Cc2ccccc2)c(=O)[nH]c1=O (centres undefined) | 1 | 6 | 8 | . | 4 | 8 | -4 | 0 | 12
CCOC(=O)c1ccccc1NC(=O)c1ccc2nccnc2c1 | -6 | 5 | 1 | 0 | 10 | 10 | -3 | 5 | -6
CN(C)C(=O)CNC(=O)CN1C(=O)NC2(CCCc3sccc32)C1=O (centres undefined) | -1 | 1 | 6 | 7 | 0 | 6 | 3 | -2 | 3
COc1ccc(N2CCN(C(=O)C3CCN(S(=O)(=O)c4c(C)noc4/C=C/N(C)C)CC3)CC2)cc1 | 4 | 31 | 14 | 11 | -4 | 2 | 4 | -3 | -2
CN(C(=O)CSc1nnc(Nc2ccccc2)s1)C1CCS(=O)(=O)C1 (centres undefined) | -1 | 10 | 3 | 11 | -2 | 9 | -1 | 12 | -2
CCOC(=O)c1cc(CN2CCOCC2)oc1-c1ccccc1 | -2 | -3 | 4 | -9 | 5 | 5 | 4 | 1 | -2
CN(C(=O)COC(=O)CCc1nc2ccccc2c(=O)[nH]1)C1CCS(=O)(=O)C1 (centres undefined) | -1 | 13 | -3 | 9 | 3 | 8 | -1 | 4 | 6
CN(Cc1ccccc1)C(=O)C1CCC(CNS(=O)(=O)c2cccc3cccnc23)CC1 (centres undefined) | 2 | 4 | 11 | -12 | -2 | 4 | -1 | 2 | 1
Cc1cnc(C(=O)OCC(=O)Nc2cc(-c3cc(C)c(C)cc3C)nn2-c2ccccc2)cn1 | -3 | 1 | -5 | -3 | -2 | 5 | -2 | 5 | 0
COc1ccc(-n2ncc3c(=O)n(CC(C)=O)cnc32)cc1 | -2 | 0 | 6 | 5 | 3 | 3 | 3 | -1 | -1
O=C(N/N=C\c1c(O)ccc2ccccc12)c1cncc(Br)c1 | -5 | 17 | 17 | 13 | 41* | 20 | 1 | 3 | 7
CC(=O)N1CCOc2ccc(S(=O)(=O)NCCc3ccc(S(N)(=O)=O)cc3)cc21 | -1 | 0 | -1 | -4 | -1 | 9 | -4 | -3 | -2
CC1(OC(=O)CCc2ccccc2)C(=O)C=C2C=C(c3ccc(C#N)cc3)N(CCN3CCOCC3)C=C2C1=O (centres undefined) | -2 | -4 | 7 | 32 | -1 | 3 | -8 | 2 | 4
CCOc1ccc(CNC(=O)c2ccc(Sc3ccc(C)cc3)c(NC(C)=O)c2)cc1OC | 1 | 0 | 6 | 3 | 0 | 2 | -4 | -6 | 0
COc1ccc(NC(=O)Nc2cc(C)ccc2OC)cc1 | 3 | 8 | 9 | 11 | 6 | 5 | 0 | 7 | 4
Cc1c(C(=O)NCc2ccccc2F)oc2ccccc12 | -4 | 7 | 6 | 2 | 8 | 7 | 5 | 1 | 8
COc1cc(C(=S)N2CCCC2)ccc1O | 1 | 10 | -1 | 3 | -2 | 11 | 2 | 2 | 4
More structures.
SMILES | LYPLA1 inh | PREPL inh | LYPLA2 inh | GSTO1 inh | pPAFAH FP inh | PAFAH1B3 FP inh | PAD4 inh | PAFAH2 FP inh | PAFAH1B2 FP inh
Cn1cc(CN2CCCC(C(=O)c3ccc(-c4ccccc4)cc3)C2)cn1 (centres undefined) | -1 | -6 | 1 | -1 | 6 | 6 | 4 | -5 | 0
COc1ccc(OC)c(S(=O)(=O)Nc2cc3c4c(c2)CCC(=O)N4CCC3)c1 | 2 | 4 | 11 | 2 | 6 | 8 | 0 | 2 | 10
Cc1cc(C)c(OCC(=O)OCC(=O)NCC2CCCCC2)c(C)c1 | 0 | -1 | 4 | -5 | 31* | 3 | 4 | -6 | 4
CCOc1ccc(C(CC(=O)O)NC(=O)c2cccs2)cc1 (centres undefined) | -1 | -2 | 4 | 5 | 2 | -10 | -1 | -5 | 5
COc1cccc(/C=C/C(=O)c2c(O)cc(C)oc2=O)c1O | -5 | 8 | 7 | 11 | 4 | 12 | -11 | -4 | 2
CN1CCN(C(=O)C2=C[C@@H](c3ccccc3)C[C@@H](OCc3ccc(CO)cc3)O2)CC1 | -2 | 46* | -2 | 0 | -4 | 10 | 5 | -4 | 3
CCOc1cc(C)c(C(C)C)cc1S(=O)(=O)n1cnc(C)c1 | -1 | 17 | 3 | 1 | 5 | . | -2 | . | .
Cc1ccc(CCNC(=O)CNC(=S)N(Cc2ccccc2)Cc2cccnc2)cc1 | -1 | -9 | -1 | 12 | 3 | 8 | -2 | 4 | 3
c1ccc(OCCOc2ccccc2-c2nnco2)cc1 | 2 | 2 | 5 | 0 | 2 | -1 | -2 | -3 | 5
Cc1ccc(N(CCC#N)C(=O)CCl)cc1C | 0 | 3 | 9 | 93* | 8 | 11 | 9 | 3 | 1
Cc1cc(C)cc(OCC(=O)N(Cc2ccccc2)C2CCS(=O)(=O)C2)c1 (centres undefined) | -1 | -3 | -5 | -1 | 5 | 3 | -3 | 0 | 4
CCCCOC(=O)c1nnc(-c2ccc(Cl)cc2)o1 | 2 | 10 | 1 | 6 | 4 | 9 | 4 | 8 | -1
COc1ccc(CC(=O)OCC(=O)NCc2ccccc2Cl)cc1 | 4 | -3 | 1 | -3 | 13 | 3 | 0 | 4 | 3
COc1cc(CNCCC2CCOC(C)(C)C2)ccc1O (centres undefined) | -2 | 16 | -2 | 6 | -1 | 4 | 0 | -1 | 5
Cc1nc(N2N=C(c3ccc(Cl)cc3)CC2c2ccco2)sc1C(=O)N(C)C (centres undefined) | -2 | 15 | -3 | 9 | 14 | 5 | -3 | 13 | -1
CC(NC(=O)OCc1ccccc1)C(=O)NCC1CCCO1 (centres undefined) | 0 | 17 | 8 | 4 | -1 | 8 | 1 | 6 | 7

Some values from above.
Result for CCCCOC(=O)c1nnc(-c2ccc(Cl)cc2)o1 under PAFAH1B2 FP inh: -1
Result for CCOc1cc(C)c(C(C)C)cc1S(=O)(=O)n1cnc(C)c1 under pPAFAH FP inh: 5
